Compound activity: PubChem, National Center for Advancing Translational Sciences (NCATS)
TrxR1 inh: qHTS Assay for Inhibitors of Mammalian Selenoprotein Thioredoxin Reductase 1 (TrxR1): qHTS. Potency, µM (top dose mostly 114 µM), for the others: top-dose activity change, negative = inhibition, actives largely listed as inhibitors. 390,000 compounds, 1% hits. recombinant rTrxR1, NADPH fluorescence consumption, selenite substrate; further: potency means the concentration at half of the fitted maximal effect; on the % scale 0 is the no-effect control and ±100 the full control effect; nearly all actives have a fitted effect of over 65% in size
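Rat TrxR1 (90 nM in the dispensed reagent) was pre-reduced with 400 uM NADPH for 5 min at room temperature, then incubated with compound for 15 min. After 400 uM selenite was added, NADPH fluorescence (Ex 340/Em 450 nm) was followed for 8 min.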
Vif-APOBEC3F blk: qHTS for Inhibitors of Vif-A3F Interactions: qHTS; Potency, µM (series often up to 46.1 µM), for inactives: at the highest dose activity, negative = active; 390,000 compounds, 0.2% hits; HeLa A3F-eYFP + Vif (tagged APOBEC3F with the HIV-1 protein that degrades it), YFP fluorescence increase; further: potency means the concentration at half of the fitted maximal effect; % of control where 0% means no effect; nearly all actives have a fitted effect of over 65% in size
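HeLa cells stably expressing A3F-eYFP plus Vif, plated and incubated overnight at 37 deg C, then exposed to compounds overnight at 37 deg C. Blocked degradation read as raised yellow fluorescence (Ex 488/Em 500-530).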
USP1-UAF1 inh: Inhibitors of USP1/UAF1: Primary Screen; recombinant USP1/UAF1, Ub-Rhodamine cleavage fluorescence; Potency, µM (titrated, usually from 57.1 µM), without a hit: at the highest dose activity change, negative = inhibition, hits mostly inhibitors; 390,000 compounds, 0.23% hits; AID 743255, 2014; further: potency means the concentration at half of the fitted maximal effect; on the % scale 0 is the no-effect control and ±100 the full control effect; nearly all actives have a fitted effect of over 60% in size; inactives centre near -12
Target sequence (O94782 whole entry, looked up): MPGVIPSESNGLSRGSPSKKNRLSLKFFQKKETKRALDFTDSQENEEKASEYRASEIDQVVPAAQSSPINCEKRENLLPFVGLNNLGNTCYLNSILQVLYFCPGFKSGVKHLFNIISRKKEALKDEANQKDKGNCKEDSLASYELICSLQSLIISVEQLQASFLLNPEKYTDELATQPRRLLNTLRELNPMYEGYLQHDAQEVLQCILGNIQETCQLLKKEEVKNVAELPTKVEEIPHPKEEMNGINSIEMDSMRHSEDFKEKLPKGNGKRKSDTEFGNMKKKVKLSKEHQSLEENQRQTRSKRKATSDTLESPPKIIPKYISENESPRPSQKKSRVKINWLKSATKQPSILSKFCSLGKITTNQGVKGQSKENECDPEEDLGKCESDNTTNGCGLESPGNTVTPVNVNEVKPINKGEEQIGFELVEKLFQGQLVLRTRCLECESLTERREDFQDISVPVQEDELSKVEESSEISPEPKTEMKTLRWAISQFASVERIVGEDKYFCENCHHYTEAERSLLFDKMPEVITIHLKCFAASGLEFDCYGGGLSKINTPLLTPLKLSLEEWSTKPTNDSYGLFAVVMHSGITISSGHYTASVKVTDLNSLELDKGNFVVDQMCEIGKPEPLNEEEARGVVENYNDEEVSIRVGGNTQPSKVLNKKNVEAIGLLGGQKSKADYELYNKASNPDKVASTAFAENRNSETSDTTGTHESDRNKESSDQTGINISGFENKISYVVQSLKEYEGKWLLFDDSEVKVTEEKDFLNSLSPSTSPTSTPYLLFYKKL
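1 nM enzyme complex + cpd, 15 min RT; start with Ub-Rho 150nM final; kinetic fluorescence ex 480/em 540, 6 reads q60 s. Buffer 50mM HEPES pH 7.8, 0.5mM EDTA, 0.1 mg/ml BSA, 1mM TCEP, 0.01% Tween-20.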
RGS4 inh: Inhibitors of Regulator of G Protein Signaling (RGS) 4: qHTS. Potency, µM (highest dose often 114 µM), inactives show at the highest dose activity change, negative = inhibition, usual class: inhibitors. 390,000 compounds, 0.039% hits. AID 504845, 2011. Transcreener GDP fluorescence polarization, RGS4-accelerated GTP hydrolysis; further: potency means the concentration at half of the fitted maximal effect; on the % scale 0 is the no-effect control and ±100 the full control effect; nearly all actives have a fitted effect of over 75% in size; some results filed as inactive show a strong effect at the top dose
Target sequence (P49798 whole entry, looked up): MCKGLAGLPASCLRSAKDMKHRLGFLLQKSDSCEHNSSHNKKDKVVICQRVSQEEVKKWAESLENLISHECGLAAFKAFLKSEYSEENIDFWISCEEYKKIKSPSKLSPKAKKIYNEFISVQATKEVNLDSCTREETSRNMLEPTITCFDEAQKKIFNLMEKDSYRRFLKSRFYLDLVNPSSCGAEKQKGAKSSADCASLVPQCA
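MLSMR compounds (23 nl, pin-transferred) preincubated 10 min at room temperature with a 500nM (2x) first reagent, then RGS4 at 900nM (2x) plus Transcreener GDP mix added; fluorescence polarization (620/688 nm) read before and after 90 min at 30 °C.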
Vif-APOBEC3G blk: qHTS for Inhibitors of Vif-A3G Interactions: qHTS; DNA dC->dU-editing enzyme APOBEC-3G (Homo sapiens), Q9HC16; HeLa A3G-eYFP + Vif (tagged APOBEC3G with the HIV-1 protein that degrades it), YFP fluorescence, overnight; Potency, µM (titrated, usually from 46.1 µM), inactives show at the top dose activity, negative = active, usual class: inhibitors; 410,000 compounds, 0.076% hits; AID 602310, 2012;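 further: potency means the concentration at half of the fitted maximal effect; on the % scale 0 is the no-effect control and ±100 the full control effect; nearly all actives have a fitted effect of over 60% in size; hits raise eYFP signal because A3G escapes Vif-driven loss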
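HeLa cells stably expressing Vif and C-terminally eYFP-tagged A3G, seeded overnight at 37 deg C, then exposed to compound by pintool overnight at 37 deg C. Rise in yellow fluorescence (Ex 488/Em 500-530, Acumen) marks blocked Vif-driven A3G degradation.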
LDHA inh: qHTS assay for inhibitors of human lactate dehydrogenase. activity change, % (values are at about 110 or 230 µM). L-lactate dehydrogenase A chain (Homo sapiens), P00338. AID 1347041, 2019. purified LDHA, NADH/diaphorase-resazurin fluorescence; active compounds read low. 480,000 compounds, 0.15% hits; in the data active means activity change below about -30%; inconclusive means mostly about -25% to -30%;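 further: plate controls were DMSO wells for no effect and wells without enzyme for full effect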
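Remaining NADH was detected by diaphorase (0.133 mg/mL) converting 37 µM resazurin to fluorescent resorufin, read at 0 and 20 minutes. The preceding 5-minute room-temperature reaction used 2 nM LDHA, 0.2 mM sodium pyruvate and 0.06 mM NADH at pH 7.4.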
GRP78 ERSR act: qHTS for Inducers of the Endoplasmic Reticulum Stress Response (ERSR) in Human Glioma: qHTS. U87-MG GRP78 promoter luciferase reporter, 16 h. Potency, µM, without a hit: at the highest dose activation, most hits filed as activators. 420,000 compounds, 0.02% hits. AID 602332, 2012; further: potency means the concentration at half of the fitted maximal effect; series mostly up to about 76 µM; % of control where 0% means no effect; nearly all actives have a fitted effect of over 35% in size
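ERSR induction read as luciferase luminescence (Bright-Glo, 10 min at room temperature) in stably transfected human U87-MG glioma cells exposed to compounds for 16 h, using GRP78 as sensor.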
IDH1 R132H inh: qHTS for Inhibitors of mutant isocitrate dehydrogenase 1 (IDH1): qHTS; Isocitrate dehydrogenase [NADP] cytoplasmic (Homo sapiens), O75874; IDH1-R132H enzyme, NADPH consumption, diaphorase/resazurin fluorescence; Potency, µM (doses to about 76.6 µM), inactives show at the highest dose activity change, negative = inhibition, hits mostly inhibitors; 390,000 compounds, 0.093% hits; AID 602179, 2012; further: potency means the concentration at half of the fitted maximal effect; on the % scale 0 is the no-effect control and ±100 the full control effect; nearly all actives have a fitted effect of over 65% in size
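IDH1-R132H (0.5 ug/mL dispensed) in pH 7.5 Tris buffer was preincubated 30 min with compound, then given a substrate mix of 0.016 mM NADPH and 2 mM alpha-KG for 80 min at room temperature; remaining NADPH was read by diaphorase/resazurin fluorescence.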
TrxR1 substrate: qHTS Assay for Substrates of Mammalian Selenoprotein Thioredoxin Reductase 1 (TrxR1): qHTS | 390,000 compounds, 0.01% hits | purified TrxR1 substrate turnover, NADPH consumption readout | Potency, µM (titrated, usually from 114 µM), for the others: at the top dose activity change, negative = substrate turnover | Thioredoxin reductase 1, cytoplasmic (Rattus norvegicus), O89049; further: potency means the concentration at half of the fitted maximal effect; on the % scale 0 is the no-effect control and ±100 the full control effect; nearly all actives have a fitted effect of over 50% in size
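Rat TrxR1, dispensed at 90 nM, was prereduced with 400 uM NADPH (final) for 5 min at ~22 deg C, then incubated with compound 15 min before 400 uM selenite. A first-read NADPH fluorescence drop versus no-compound background flagged substrates.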
* = called active by the depositor; ? = inconclusive; · = not tested or not shown; & = joins results of further samples; [ ] = remark or other dose. Unless noted, the call rests on the fitted dose curve; in most records, active means well fitted curve in the direction sought with a large enough effect; inconclusive means small, poorly fitted or top-dose-only effect, or another doubt; inactive means no such curve, though single readings can be large; an effect the other way counts as inactive or inconclusive. Not all compounds are listed. The share of hits here may be higher or lower than overall.

canonical_smiles	TrxR1 inh	Vif-APOBEC3F blk	USP1-UAF1 inh	RGS4 inh	Vif-APOBEC3G blk	LDHA inh	GRP78 ERSR act	IDH1 R132H inh	TrxR1 substrate
NC(=O)c1ccc[n+]([C@H]2O[C@@H](COP(=O)([O-])OP(=O)(O)OC[C@H]3O[C@@H](n4cnc5c(N)ncnc54)[C@H](O)[C@@H]3O)[C@H](O)[C@@H]2O)c1	7%	2%	-21%	?	-1%	-2	-1%	-1%	1%
C[C@@]12C(=O)Nc3cc(F)ccc3C(=O)N1[C@H]1c3ccccc3OC[C@@H]1[C@@H]2c1ccccc1	31%	-7%	-11%	-4%	-10%	3	-3%	-7%	8%
O=C(c1cccnc1)N1CCN(C/C=C/c2ccccc2)CC1	17%	?	-13%	1%	-9%	-1	-4%	0%	4%
O=C(Nc1cccc(Cl)c1)Nc1nc(-c2ccc(Cl)cc2)cs1	5%	-11%	-11%	6%	2%	-11	-4%	-3%	-2%
CN(C)c1ccc(C(CNC(=O)c2ccc(C(C)(C)C)cc2)N2CCOCC2)cc1 (stereo unspecified)	3%[57.1 µM]	-1%	-1%	-6%	4%	5	-2%	29%	-1%[57.1 µM]
O=C1COc2ccc(-c3cc(-c4ccc(Cl)cc4)c4c(n3)-c3ccccc3OC4)cc2N1	22%	-3%	-8%	3%	3%	-4	-1%	-12%	14%[11.4 µM]
Cc1cnc(NC(=O)CSc2nc3ccccc3c(=O)[nH]2)s1	13%	6%	-11%	11%	2%	-11	-6%	9%	6%
CCC(=O)c1ccc(N2CCN(C(=O)Cc3ccccc3)CC2)c(F)c1	5%[57.1 µM]	-2%	-5%	-12%[11.4 µM]	0%	1	-8%	8%	-9%[57.1 µM]
Cc1cc2ncc(C(=O)N=CN(C)C)cn2n1	1%	10%	-9%	5%	-8%	-10	-1%	-9%	-3%
O=C(O)c1cc2nc3c(c(C(F)(F)F)n2n1)CCCC3	18%[57.1 µM]	12%	-13%	12%	1%	-8	0%	-1%	9%
O=C(Nc1ccc(N2CCN(Cc3ccccc3)CC2)cc1)c1ccco1	-11%	2%	-11%	0%	0%	-4	0%	-8%	-8%
COc1cccc(CNC(=O)CCc2nc3cc(S(=O)(=O)N4CCOCC4)ccc3n2C)c1	4%[57.1 µM]	5%	-13%	-10%	-1%	-4	1%	-6%	3%[57.1 µM]
COCCNc1nc2c(c(=O)n(C)c(=O)n2C)n1CCCc1ccccc1	·	-2%	-31%	·	-3%	4&-12	-3%	1%	·
O=C(O)c1ccccc1OCCOc1ccccc1	8%	-3%	-11%	-7%	2%	-3	5%	5%	-1%
COc1ccc(CCNS(=O)(=O)c2ccccc2[N+](=O)[O-])cc1OC	-14%	0%	-20%	5%	1%	-11	2%	-4%	-9%
CCCN(CCC)C(=O)CSc1nc2ccccc2c(=O)n1C1CCCC1	26%	-4%	?	-27%	1%	1	0%	7%	4%
C=CCNC(=S)NNC(=O)C(CCC(C)C)CC(C)(C)O (stereo unspecified)	-5%	11%	-8%	-26%	0%	-3	1%	-2%	2%
CCOC(=O)CSc1nc2ccccc2c(=O)n1CC1CCCC1	5%[57.1 µM]	0%	-6%	-49%[11.4 µM]	-7%	-5	1%	0%	0%[57.1 µM]
Cn1nnc2cc(C(=O)NC3CCCCC3)ccc21	10%	·	-10%	-47%	0%	-8	1%	2%	6%
COc1cc([N+](=O)[O-])ccc1NC(=O)CN1CCc2cc(OC)c(OC)cc2C1	3%[57.1 µM]	4%	?	-1%	-3%	3	-3%	2%	11%[57.1 µM]
O=C(Nc1ccc2c(c1)OCCO2)C1CCN(C(=O)c2ccc(Cl)cc2)CC1	-14%	9%	1%	-6%	-4%	1	-1%	-1%	-10%
CCOc1ccccc1CN1CCN(S(=O)(=O)c2ccccc2)CC1	4%	-1%	-19%	-22%	-3%	7	-4%	11%	7%
CC(CCc1ccccc1)NC(=O)C(Cc1ccccc1)NC(N)=O (stereo unspecified)	-2%[57.1 µM]	5%	-3%	1%	0%	-10	-2%	-10%	-2%[57.1 µM]
COc1ccc2c3n(nc2c1)CCN=C3c1ccc(Cl)cc1	20%	1%	-6%	11%	-1%	-13	2%	-14%	-1%
COc1ccc(C(=O)N2CCN(c3ccc(NC(=O)c4cccs4)cc3)CC2)cc1	-19%	2%	-2%	-15%	0%	-4	-2%	0%	-17%
S=C(c1cn(CCOc2cccc3ccccc23)c2ccccc12)N1CCCC1	-4%	-22%	0%	-6%	-7%	-4	-6%	-4%	-7%
O=C(Cc1cccs1)NCc1cccc(Br)c1	-1%	-8%	4%	14%	-6%	-7	9%	-2%	-9%
O=C(Cc1cccs1)N=Nc1c(O)[nH]c2ccc(Br)cc12	12%	-13%	-3%	-7%	-8%	-9	2%	7%	-7%
COc1ccc(NC(=O)c2oc3ccccc3c2NC(=O)Cc2coc3c(C)c(C)ccc23)cc1	-21%	1%	4%	-19%	9%	1	-1%	0%	11%
COc1ccc(OC)c(/C=C2\SC(=S)N(Cc3cccnc3)C2=O)c1	-16%	?	-17%	-7%	-19%	-3	-3%	-3%	-19%
COC(=O)[C@H](C)NC(=O)Nc1ccc(OC)cc1OC	-3%[57.1 µM]	-3%	-22%	-16%	0%	-1	5%	1%	9%[57.1 µM]
O=C(Nc1nc2cc3c(cc2s1)OCCO3)c1ccco1	17%[57.1 µM]	9%	-23%	0%	-7%	-13	-13%	13%	8%[57.1 µM]
Clc1cccc(Cl)c1OCCCCN1CCCCC1	15%	2%	-18%	2%	-1%	-5	-1%	3%	2%
O=[N+]([O-])c1ccc2c(c1)-c1ccccc1C2=NO	2%[11.4 µM]	8%	-19%	0%	3%	16	-5%	12%	6%[11.4 µM]
O=C(CN1C(=O)NC2(CCCC2)C1=O)N1CCN(Cc2ccccc2)CC1	14%	4%	-20%	-4%	0%	-5	-4%	16%	5%
CCCn1nnc(NC(=O)c2ccc3ccccc3c2)n1	15%[57.1 µM]	10%	-4%	-23%	-11%	-9	-5%	7%	8%[57.1 µM]
COc1ccc2cc(C(c3nnnn3C(C)(C)C)N3CCSCC3)c(=O)[nH]c2c1 (stereo unspecified)	-19%	-7%	2%	3%	0%	-7	-1%	-8%	-8%
CCOC(=O)C1(CCOc2ccccc2)CCN(Cc2cc(OC)c(O)cc2Cl)CC1	4%	-17%	-30%	11%	-7%	-5	-6%	2%	-6%
CCc1ccccc1OCC(=O)OCC(=O)c1c(N)n(C)c(=O)n(C)c1=O	32%[57.1 µM]	7%	-20%	-23%	2%	-2	-3%	5%	-6%[57.1 µM]
COc1cccc(Cn2nc3c4cc(F)ccc4n(Cc4ccc(F)cc4)cc-3c2=O)c1	5%[57.1 µM]	?	-12%	5%	-2%	0	-4%	-7%	-3%[57.1 µM]
CCOc1ccc(N2CC(=O)SC2=S)cc1	-2%	-7%	-13%	-5%	-3%	-6	4%	-2%	3%
O=C(COC(=O)c1ccc(-c2ccc([N+](=O)[O-])cc2)o1)NC(=O)NC1CCCCC1	-20%	0%	-16%	-9%	1%	-5	-5%	4%	-13%
COc1ccccc1-c1csc(NC(=O)c2ccc(N3C(=O)CCC3=O)cc2)n1	14%	1%	-12%	10%	-3%	-12	-3%	-1%	4%
CC1CCCN(CC(O)COCc2ccc3c(c2)OCO3)C1 (stereo unspecified)	8%[57.1 µM]	6%	7%	26%	3%	-4	-4%	9%	6%[57.1 µM]
CC(Oc1ccc(Cl)cc1)C(=O)Nc1ccc(S(=O)(=O)Nc2nccs2)cc1 (stereo unspecified)	19%	14%	-14%	-19%	-21%	-2	?	-26%	6%
COc1cccc(C(=O)NCCS(=O)(=O)N2CCN(c3ccccc3)CC2)c1OC	·	0%	3%	·	6%	-8	-5%	-2%	·
COc1ccc(S(=O)(=O)NCCc2cn3ccsc3n2)cc1OC	6%[57.1 µM]	-1%	-13%	-11%	-5%	-3	-2%	-6%	1%[57.1 µM]
CCC(C)NC(=O)c1ccc2nc(CCc3ccccc3)oc2c1 (stereo unspecified)	11%[57.1 µM]	3%	13%	3%	1%	-17	-2%	-14%	-8%[57.1 µM]
CCOC(=O)[C@H]1[C@H]2COc3ccc(OC)cc3[C@@H]2N2C(=O)c3ccccc3NC(=O)[C@@]12C	-4%[57.1 µM]	-1%	13%	1%	-6%	-1	-5%	7%	2%[57.1 µM]
CCC(=O)N1CCc2cc(S(=O)(=O)N3CCc4ccccc4C3)ccc21	12%	4%	-17%	-17%	4%	-16	-7%	5%	7%
